Screening results as filed in PubChem.
NPYLR7 agonist: mosquito NPYLR7 agonism; HEK293T NPYLR7/Galpha15, GCaMP6s calcium fluorescence; activation, % at 10 µM; hit rate 0.15% among 270,000; AID 1259423; in the data active means activation above about 40%;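 further: 0% = vehicle and 100% = reference agonist at the receptor; some compounds past the cut are filed as inactive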
mcGAS lum: blocks mouse cGAS activity; Q8C6L5; recombinant cGAS, Kinase-Glo ATP depletion luminescence; inhibition, % at 12.5 µM; hit rate 0.15% among 160,000; AID 1259399;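 further: 0% = negative control wells and 100% = reference inhibitor with no enzyme activity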
hcGAS lum: blocks human cGAS activity; inhibition, % at 12.5 µM; hit rate 0.081% among 290,000; recombinant h-cGAS, ATP depletion, Kinase-Glo luminescence; AID 1259398;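 further: 0% = vehicle reaction and 100% = reaction without DNA for no activity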
Target sequence (Q8N884 whole entry, looked up): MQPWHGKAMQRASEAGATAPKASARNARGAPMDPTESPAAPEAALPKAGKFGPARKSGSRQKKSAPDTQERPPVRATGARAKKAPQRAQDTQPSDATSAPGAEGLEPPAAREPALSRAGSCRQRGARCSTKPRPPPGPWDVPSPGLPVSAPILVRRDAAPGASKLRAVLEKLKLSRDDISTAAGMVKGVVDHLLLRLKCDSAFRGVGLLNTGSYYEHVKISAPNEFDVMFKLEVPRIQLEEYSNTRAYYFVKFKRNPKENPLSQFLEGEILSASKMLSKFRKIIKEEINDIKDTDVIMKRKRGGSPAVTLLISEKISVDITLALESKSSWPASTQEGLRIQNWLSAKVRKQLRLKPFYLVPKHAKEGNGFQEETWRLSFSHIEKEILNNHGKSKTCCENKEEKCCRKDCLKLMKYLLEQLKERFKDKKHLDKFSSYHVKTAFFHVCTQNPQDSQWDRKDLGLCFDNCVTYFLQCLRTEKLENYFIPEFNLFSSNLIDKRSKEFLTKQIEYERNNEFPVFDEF
* marks the source's active call; other numbers are inactive results; / = not tested or not shown. Unless noted, no stated cut-off is given here; in the data, active means inhibition above about 40%; inactive means the rest. This is a random part of the collection; any-hit rate near 0.26%.

Sample of the layout:
SMILES | NPYLR7 agonist | mcGAS lum | hcGAS lum
Cc1cccc2c3c([nH]c12)CCN(C(=O)c1cn(CC2CCCO2)nn1)C3 (centres undefined) | / | -11 | -8
NC(=O)CSc1nc2c(cnn2CCO)c(=O)[nH]1 | 4 | / | -12
O=C(CCN(Cc1ccco1)c1nc(-c2ccccc2Cl)nc2ccccc12)Nc1ccc(F)cc1 | / | 1 | 0
CSc1cccc(CN(C)CC2CCN(Cc3ccc(C)o3)CC2)c1 | 4 | / | 0
CCc1nc2ccc(C(=O)NCCc3c[nH]c4ccccc34)cn2c1N(CCC(C)C)CCN(C)C | 10 | -2 | -5
O=C(COCc1ccccc1)N1CCN(CCCOC(c2ccc(Cl)cc2)c2ccc(Cl)cc2)CC1 | 5 | 0 | 3
CCOc1ccc(C(=O)NNC(=O)c2nccnc2N)cc1 | 7 | -12 | -15
Cc1ccc(C)c(NC(=O)C2(C)CCN(C(C)C)C2)c1 (centres undefined) | 2 | / | -9
O=C(NC1CCCC[C@H]1N(Cc1ccc(Cl)cc1)C(=O)c1ccccc1)C1CCCN(C(=O)c2ccccc2Cl)C1 (some centres undefined) | 22 | -3 | 0
COc1ccccc1N1CCN(C2CCCN(C(=O)c3cc4ccccc4s3)C2)CC1 (centres undefined) | -1 | -7 | -8
O=C(CCc1csc(NC(=O)c2ccc(=O)[nH]c2)n1)Nc1nc2ccccc2s1 | -9 | -12 | -10
O=C1CSC(c2ccc(Cl)cc2)N1C1CCCCC1 (centres undefined) | -10 | -1 | 10
O=c1c2ccccc2nc(-c2cccc3ccccc23)n1Cc1ccc(F)cc1 | -2 | -12 | -5
COC1(OC)N=C(N)C2(C#N)C(c3cccc(OCc4ccccc4)c3)C12C#N (centres undefined) | -1 | / | -2
C=CCc1cccc(CNc2ccc(Cl)cc2)c1O | -13 | / | 0
CCc1ccc(CNC(C)CCc2ccco2)cc1 (centres undefined) | 5 | / | -10

This part in full, from the first entry:
SMILES | NPYLR7 agonist | mcGAS lum | hcGAS lum
Cc1cccc2c3c([nH]c12)CCN(C(=O)c1cn(CC2CCCO2)nn1)C3 (centres undefined) | / | -11 | -8
NC(=O)CSc1nc2c(cnn2CCO)c(=O)[nH]1 | 4 | / | -12
O=C(CCN(Cc1ccco1)c1nc(-c2ccccc2Cl)nc2ccccc12)Nc1ccc(F)cc1 | / | 1 | 0
CSc1cccc(CN(C)CC2CCN(Cc3ccc(C)o3)CC2)c1 | 4 | / | 0
CCc1nc2ccc(C(=O)NCCc3c[nH]c4ccccc34)cn2c1N(CCC(C)C)CCN(C)C | 10 | -2 | -5
O=C(COCc1ccccc1)N1CCN(CCCOC(c2ccc(Cl)cc2)c2ccc(Cl)cc2)CC1 | 5 | 0 | 3
CCOc1ccc(C(=O)NNC(=O)c2nccnc2N)cc1 | 7 | -12 | -15
Cc1ccc(C)c(NC(=O)C2(C)CCN(C(C)C)C2)c1 (centres undefined) | 2 | / | -9
O=C(NC1CCCC[C@H]1N(Cc1ccc(Cl)cc1)C(=O)c1ccccc1)C1CCCN(C(=O)c2ccccc2Cl)C1 (some centres undefined) | 22 | -3 | 0
COc1ccccc1N1CCN(C2CCCN(C(=O)c3cc4ccccc4s3)C2)CC1 (centres undefined) | -1 | -7 | -8
O=C(CCc1csc(NC(=O)c2ccc(=O)[nH]c2)n1)Nc1nc2ccccc2s1 | -9 | -12 | -10
O=C1CSC(c2ccc(Cl)cc2)N1C1CCCCC1 (centres undefined) | -10 | -1 | 10
O=c1c2ccccc2nc(-c2cccc3ccccc23)n1Cc1ccc(F)cc1 | -2 | -12 | -5
COC1(OC)N=C(N)C2(C#N)C(c3cccc(OCc4ccccc4)c3)C12C#N (centres undefined) | -1 | / | -2
C=CCc1cccc(CNc2ccc(Cl)cc2)c1O | -13 | / | 0
CCc1ccc(CNC(C)CCc2ccco2)cc1 (centres undefined) | 5 | / | -10
CC(NC(=O)C1CCN(S(=O)(=O)c2ccc3c(c2)OCCCO3)CC1)c1ccccc1Cl (centres undefined) | -7 | / | 0
Cc1ccc(C=CC(=O)NC(C)c2ccc(-n3cncn3)cc2)c(Br)c1 (centres undefined) | -2 | / | -3
COc1cccc(C(O)C2OC(=O)c3ccccc32)c1OC (centres undefined) | 2 | / | -6
CCC(C(=O)N1CCN(c2nc(-c3ccc(Cl)cc3)nc(C)c2Cc2ccccc2)CC1)c1ccccc1 (centres undefined) | 7 | -5 | -5
COc1ccc(-c2cccc(-c3ccc(NC(=O)C=C(C)C)cc3)n2)cc1 | -4 | -4 | -1
CC(=O)Nc1ccc(S(=O)(=O)Oc2cc(C)nc3ncnn23)cc1 | 0 | / | -4
Cc1nc2ccc(C(=O)NC3CCN(Cc4ccccc4)CC3)cn2c1N(C)C=O | 12 | -3 | -3
Cc1cccc(CCC(=O)N2CCC(CN(C)C)CC2)c1 | 14 | / | -12
Cc1ccc(CN2CCC(CN(C)Cc3ccc4nsnc4c3)CC2)o1 | / | -11 | -6
COc1ccccc1-c1nc(NC(C)=O)nc(NC(C)=O)n1 | -1 | -7 | -3
COC(=O)c1ccc2oc(=O)n(C3CCN(C(=O)c4cccs4)CC3)c2c1 | 14 | -5 | 2
Clc1ccc(-c2nc(CSc3nnnn3-c3ccccc3)cs2)cc1 | 1 | -2 | -5
Cc1nc(-c2cccc(F)c2)nc(N2CCN(C(=O)c3cccs3)CC2)c1C | / | 0 | -1
COc1cc2nc(COc3ccc(C#N)cc3)n(CC#N)c(=O)c2cc1OC | 2 | -15 | -7
CCN(Cc1ccncc1)C(=O)c1cc(NC(C)=O)ccc1Cl | 7 | -10 | -5
CC(NC(=O)c1cc(-c2ccc([N+](=O)[O-])cc2)nn1-c1ccc(Cl)cc1)c1ccccc1 (centres undefined) | -4 | -2 | 3
CC(C)N(Cc1nc2scc(-c3ccc(Cl)cc3)c2c(=O)[nH]1)CC(O)COCc1ccco1 (centres undefined) | 6 | -3 | -5
O=[N+]([O-])c1ccc(S(=O)(=O)C=Cc2ccc(F)cc2)cc1 | -7 | / | -5
CCOC(=O)Cn1cc([N+](=O)[O-])cn1 | 7 | / | 0
COC(=O)c1ccccc1-[n+]1c(C)cc(C)cc1C | -2 | / | -3
CC(C)N(CC(N)=O)c1ncnc2sc(-c3ccccc3)cc12 | 1 | -9 | 0
CSc1n[nH]c(-n2ccc3c(cnc4c(-c5ccccc5)c(C)nn43)c2=O)n1 | 1 | / | -5
CCc1nc(CS(=O)Cc2ccc(OC(F)F)cc2)cs1 (centres undefined) | 4 | / | 16
COc1ccc(-n2nc(C(=O)NCCc3ccccn3)c(=O)n(Cc3ccccc3F)c2=O)cc1 | 5 | -8 | -1
Cc1cc(C)n2ncc(CN3CCCN(C)C4(CCN(C)CC4)C3)c2n1 | / | 0 | 3
Cc1cc(C(=O)N2CCC2(C)C(=O)NCC(F)(F)F)nn1C (centres undefined) | 13 | -5 | -8
O=C1[C@H]2CC=CC[C@H]2C(=O)N1CCCn1cccn1 | 3 | -5 | -7
COc1ccc(NC(=O)CCC2CCCN(Cc3cccc(C(C)=O)c3)C2)c(C)c1 (centres undefined) | 6 | / | -9
NC(=O)c1c(NC(=O)c2sc3cc(F)ccc3c2Cl)sc2c1CCC2 | 5 | / | -1
COc1cc(OC)cc(-c2nn(-c3cc(C)ccc3C)c(OC(C)=O)c2-c2ccc(NC(=O)c3ccc(F)cc3)cc2)c1 | 18 | -4 | -7
CCCCc1ccc(NC(=O)CSc2nc(C)nc3c2c(=O)n(C)c(=O)n3C)cc1 | 6 | / | 2
Cc1cc(F)ccc1-c1c(-c2ccccc2)ncn1CCCn1ccnc1 | 7 | / | -5
CCOC(=O)c1sc(NC(=O)CCN2C(=O)c3ccccc3C2=O)c(C(=O)OCC)c1C | 5 | 1 | 3
CC1CC(=O)Nc2ccccc2N1C(=O)CNc1cccc(C#N)c1 (centres undefined) | 3 | -6 | -6
CS(=O)c1cccc(NC(=O)COc2ccc(F)cc2F)c1 (centres undefined) | 6 | / | -4
C=C(Cl)CSc1nnc(-c2ccncc2)n1-c1ccc(F)cc1 | 17 | / | -8
N[C@@H](Cc1ccc(F)cc1)C(=O)O | -3 | -3 | -2
COc1ccc(CCN2C(=O)CC(N3CCN(C)CC3)C2=O)cc1OC (centres undefined) | 2 | / | 1
CCOc1ccc(NC(=O)Cn2cc(OC)c(=O)cc2CSc2ncccn2)cc1 | -4 | -10 | -5
O=c1[nH]c2ccccc2c2cn(-c3ccccc3)nc12 | 7 | / | -5
COc1ccc(N2CCN(S(=O)(=O)CCCNC(=O)c3ccc(=O)[nH]c3)CC2)cc1 | -2 | 4 | 7
O=C(CC1CC2CCC1C2)N1CCN(S(=O)(=O)c2ccc3c(c2)OCCCO3)CC1 (centres undefined) | 4 | -7 | -4
O=C(N=C1N=C2C=CC(Br)=CN2Cc2ccccc21)Nc1ccccc1 | -2 | / | -1
CC(C)O[C@H]1CN(S(=O)(=O)NCc2ccccc2)C[C@@H]1O | 5 | / | -3
(continued)
SMILES | NPYLR7 agonist | mcGAS lum | hcGAS lum
CC(C)N(C)CC(=O)N1CCN(Cc2cnc[nH]2)CC(O)C1 (centres undefined) | / | 2 | 10
COc1ccc(NC(=O)N(CC(=O)N(CCc2ccc(OC)c(OC)c2)Cc2ccc(C)s2)C2CC2)c(OC)c1 | -4 | 0 | -1
COc1cccc(C(=O)N/N=c2\oc3c(OC)cccc3cc2-c2nc3ccccc3[nH]2)c1 | -4 | / | 2
COc1ccc(-n2nc(C(=O)N(C)C3CCCCC3)c(=O)n(Cc3cccc(OC)c3)c2=O)cc1 | / | -4 | -2
COc1ccc(C(=O)Nc2ccc(-c3nc4ccccc4s3)c(O)c2)cc1[N+](=O)[O-] | -2 | -4 | -6
CCCCCNCC(N)=O | -13 | / | -3
CC(C)c1ccc(CC(=O)N2CCC2(C)C(=O)Nc2cc(C3CC3)nn2C)cc1 (centres undefined) | 1 | / | -11
Cc1ccc(CNC(=O)c2nnn(CC(=O)Nc3c(C)cc(C)cc3C)c2N)cc1 | -6 | -9 | -7
CNC(=O)c1cc2cc(Br)ccc2oc1=O | 5 | -6 | -5
O=C(NCCN1CCN(C(=O)c2ccccc2F)CC1)C(=O)Nc1ccc(F)cc1 | -8 | / | 1
Cc1ccc(CN(Cc2ccccc2)C(=O)CN(C(=O)Nc2c(Cl)cccc2Cl)C2CC2)s1 | -2 | -2 | 1
Cc1nc(CNC(=O)c2cc3n(n2)CCCN(C)C3)nc2c1CCCC2 | 13 | / | -6
CCn1nc(C)c(CNCc2ccc(C(N)=O)nc2)c1C | 4 | / | 4
CCN(CC)S(=O)(=O)c1ccc(C(=O)Nc2nc(-c3ccccc3)cs2)cc1 | 0 | -8 | -2
CC(c1ccccc1)N1CCN(C(=O)c2cccnc2Cl)CC1 (centres undefined) | -2 | -6 | -5
COc1cc(OC)cc(C(N)c2nccn2C)c1 (centres undefined) | 7 | / | -8
O=C(Nc1cc(-c2cc(Br)ccc2Cl)[nH]n1)C1CCCO1 (centres undefined) | -8 | -15 | -9
CC(C)Oc1cccc(C(=O)C2CCCN(S(=O)(=O)N(C)C)C2)c1 (centres undefined) | 2 | -3 | -4
O=C(O)c1cccnc1CN1CCCC(Oc2ccc(F)cc2)C1 (centres undefined) | 1 | / | -7
CCCCc1ccc(C(=O)N2CCSC2c2ccc3c(c2)OCO3)cc1 (centres undefined) | -2 | -1 | 5
CNCC(=O)NCCc1c(OC)ccc2ccccc12 | -1 | -13 | -9
O=C(Nc1c2c(nn1-c1ccccc1)CS(=O)C2)c1ccccc1 (centres undefined) | 9 | / | -2
COc1ccc(Cn2nc(C(=O)O)c3ccccc3c2=O)cc1F | 4 | 7 | -5
O=C(CCC1CCN(Cc2nc3c(s2)CCCC3)CC1)Nc1ccc2c(c1)OCCO2 | 14 | -13 | -12
CCCc1c(C)nn(-c2ccc(C(=O)NC(C)CC(C)C)cc2)c1C (centres undefined) | -9 | -5 | -4
CN1CCCC2(CCN(Cc3ccccc3C(=O)O)C2)C1=O (centres undefined) | 7 | / | -2
NC(=O)c1ccc(CN(C2CC2)S(=O)(=O)c2ccc3c(c2)OCCCO3)cc1 | 6 | / | -3
CC1(C)CC(NC(=O)c2cccc(N)c2Nc2ccccc2)CCO1 (centres undefined) | 5 | -6 | -5
CN1CCC2(CC1)CN(C(=O)CCCn1cnnn1)CCN2C | 8 | -17 | -5
Nc1nnc(N)c2ccccc12 | -1 | / | -1
CCOc1ccc(-c2ncn(CC(=O)NN)c2[N+](=O)[O-])cc1 | -6 | -7 | -4
CCOc1ccc(N(CC(=O)NCCCN(C)C)S(C)(=O)=O)cc1 | -7 | -7 | -4
CCCn1c2c(c(=O)n(C)c1=O)C(=O)C(=Cc1ccc(N(C)C)cc1)N2 | 259* | -5 | -2
COCC(=O)N1CCC(C(NC(=O)c2ccc(OC)cc2)C(=O)NC2CC2)CC1 (centres undefined) | 7 | -5 | -4
CC1(C(=O)NCc2ccc3c(c2)OCO3)CCN1Cc1ccsc1 (centres undefined) | 3 | / | -3
COC(=O)c1ccc(C(=O)N2CCc3ccccc3C2c2ccc(C)cc2)cc1 (centres undefined) | 0 | -7 | -7
CCCCN(CC(=O)N1c2ccccc2-n2cccc2C1c1cc(OC)ccc1OC)C(=O)Cc1ccc(F)cc1 (centres undefined) | 10 | -6 | -7
